# EP2 antag: EP2 receptor (human) inhibition. inhibition, % at 25 µM. C6 glioma cells expressing human EP2, cAMP TR-FRET; cells stimulated with saturating PGE2. AID 1422. 0.52% of 260,000 active. P43116;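 active = percent inhibition above 40 after rounding to a whole number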;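 also: rat C6 glioma host cells with rolipram phosphodiesterase inhibitor present; the protocol text gives 20 µM as final concentration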
# EP2 mod: modulators of human EP2 prostaglandin E2 receptor. 0.83% of 260,000 active. induction, % at 25 µM. EP2-expressing cells, cAMP HTRF FRET, PGE2 co-stimulation;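 active = compounds whose cAMP rise, as percent of the full-agonist control response, exceeds 60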;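 also: rat C6 glioma line stably carrying human EP2 under a CMV promoter; the protocol text gives 20 µM as final concentration; 100% = response of wells given 1 µM PGE2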
# L929 necroptosis: L929 zVAD cell death inhibition; viability rescue, % at 10 µM; 0.38% of 220,000 active; L929 zVAD necroptosis rescue, ATP luminescence, 24 h; with zVAD 60 µM;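 active = activation, scaled between plate controls, above about 75%, limit read from the data; inactive = activation under that limit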;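 also: 0% = zVAD with DMSO and 100% = DMSO alone without zVAD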
# Hck-Nef inh: inhibitors of human Hck kinase activated by Nef; inhibition, % at 20 µM; 0.68% of 220,000 active; Recombinant Hck-YEEI plus Nef, Z-Lyte FRET kinase assay;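 active = Hck-Nef kinase inhibition above about 50%, limit read from the data; inactive = inhibition below that limit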;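 also: 0% = DMSO with Hck plus Nef and 100% = Hck alone without Nef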
# Target sequence (P08631 whole entry, looked up): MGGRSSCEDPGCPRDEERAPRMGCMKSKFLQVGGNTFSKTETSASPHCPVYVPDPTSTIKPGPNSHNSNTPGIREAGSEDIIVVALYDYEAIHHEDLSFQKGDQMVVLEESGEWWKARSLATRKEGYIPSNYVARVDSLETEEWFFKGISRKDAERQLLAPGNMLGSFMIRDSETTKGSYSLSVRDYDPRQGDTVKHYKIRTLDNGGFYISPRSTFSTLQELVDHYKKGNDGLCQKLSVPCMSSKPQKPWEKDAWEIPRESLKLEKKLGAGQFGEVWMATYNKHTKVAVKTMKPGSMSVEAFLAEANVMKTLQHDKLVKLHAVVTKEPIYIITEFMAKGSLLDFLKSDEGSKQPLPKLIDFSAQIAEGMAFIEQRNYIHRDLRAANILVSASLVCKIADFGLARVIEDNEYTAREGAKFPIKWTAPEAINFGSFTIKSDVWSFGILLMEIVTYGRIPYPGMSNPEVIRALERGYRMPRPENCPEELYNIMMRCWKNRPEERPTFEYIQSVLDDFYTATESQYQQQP
# 14-3-3 Bad inh: disrupts binding of bovine 14-3-3 zeta to phospho-Bad peptide | P63103 | TR-FRET 14-3-3zeta/Dy647-pBad peptide displacement, 1 h | inhibition, % at 21.7 µM | 0.71% of 220,000 active;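 active = inhibition above about 70%, limit read from the data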;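 also: 0% = full 14-3-3 plus peptide FRET controls and 100% = background without 14-3-3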
# Tb hexokinase: T. brucei hexokinase 1 inhibition | recombinant TbHK1, G6PDH-coupled NADH A340 | inhibition, % at 10 µM | AID 1430 | 0.11% of 220,000 active;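 active = inhibition of 50% or more in the single-dose primary screen; inactive = inhibition below 50%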
# Calpain2 inh: inhibitors of pig calpain II | purified calpain II, fluorogenic peptide substrate, 30 min | inhibition, % at 16 µM | 0.37% of 220,000 active | AID 1236;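 active = inhibition above about 50%, limit read from the data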
# eIF4E 4G PPI: eIF4E/eIF4G interaction inhibition in translation initiation; 0.37% of 220,000 active; TR-FRET eIF4E-eIF4GI(517-606) binding, 2 h; AID 782; P63073+Q04637; inhibition, % at 21.7 µM;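 active = inhibition above about 30%, limit read from the data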;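 also: 0% = full FRET control wells and 100% = background wells lacking eIF4GI fragment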
# Rad51 HR inh: Rad51 (human) homologous recombination inhibition | hRad51 DNA strand exchange, fluorescence dequenching | inhibition, % at 10 µM | 0.085% of 200,000 active | Q06609 | AID 1385;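 active = inhibition above 40% at the single screening dose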;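 also: 0% = DMSO control wells and 100% = blanks with heterologous ssDNA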
# Target sequence (Q06609 whole entry, looked up): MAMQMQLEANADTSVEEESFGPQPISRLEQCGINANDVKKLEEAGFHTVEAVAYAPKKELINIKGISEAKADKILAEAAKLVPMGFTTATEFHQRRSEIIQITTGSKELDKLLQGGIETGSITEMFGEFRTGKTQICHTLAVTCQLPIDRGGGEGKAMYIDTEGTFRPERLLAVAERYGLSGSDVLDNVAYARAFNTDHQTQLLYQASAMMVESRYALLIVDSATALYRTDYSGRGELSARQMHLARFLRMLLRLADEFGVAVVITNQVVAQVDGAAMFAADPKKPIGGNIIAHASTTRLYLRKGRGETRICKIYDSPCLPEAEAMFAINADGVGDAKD
#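 material = hRad51 filaments on single-stranded DNA | timing = filaments 15 min 37 °C, then compound 30 min | signal = FRET fluorescence dequenching, excitation 485 nm, emission 520 nm | benchmarks = control wells and blank wells on each plate | evaluation = percent inhibition relative to plate controls and blanks | compound = 10 µM final, single point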
# The depositor's hits bear a star; · = not tested or not shown; [ ] = remark or other dose. These rows are one share of the data; rates above refer to the full screens.
SMILES,EP2 antag,EP2 mod,L929 necroptosis,Hck-Nef inh,14-3-3 Bad inh,Tb hexokinase,Calpain2 inh,eIF4E 4G PPI,Rad51 HR inh
Cc1ccc(S(=O)(=O)N/N=C\C=C\c2ccccc2)cc1,2,-1,0.0,1,3,-36,-8,5,-6
O=c1oc(-c2ccc([N+](=O)[O-])cc2)nc2ccc(O)cc12,14,-35,23,-36,-3,-7,-29,1,6
Cc1csc(NC(=O)C2CCCN(S(=O)(=O)c3ccc(Br)s3)C2)n1 (stereo not given),8,-32,0.9,1,-4,-2,-17,-2,-9
Cc1cc(=O)n(CC=C(Cl)Cl)c2ccccc12,4,15,-0.2,4,13,-1,11,4,3
Cc1cc(NS(=O)(=O)c2ccc(NC(=O)C(CC(C)C)N3C(=O)c4ccccc4C3=O)cc2)nc(C)n1 (stereo not given),4,13,-0.1,-5,3,-1,-102,-2,-4
CCN(CC)CC(=O)Nc1ccc(C)cc1Br,10,6,-0.5,-21,1,5,27,-9,·
CCC(C)(C)NC(=O)Nc1cc(Cl)ccc1OC,11,-30,1.3,-20,-12,-3,9,2,-8
CCOC(=O)C1=C(N)OC2=C(C(=O)CC(C)(C)C2)C1c1ccccc1OCC#N (stereo not given),10,40,0.3,0,-22,-7,-7,4,-7
Cn1c(=O)cc(N2CCCCC2)[nH]c1=O,9,0,0.3,3,7[fluorescence artefact?],-9,-15,-3,4
O=C(CCN1C(=O)c2ccccc2C1=O)Nc1ccc(S(=O)(=O)NC2=NCCCCC2)cc1,11,13,1.4,5,6,-3,19,0,-2
Cc1ccccc1NC(=O)Nc1ccc(C(F)(F)F)cc1,7,-22,19,2,-8,-15,-26,4,-23
COCCCNC(=O)C(=O)NC1CCCCCC1,1,18,0.7,5,15[fluorescence artefact?],-2,-6,23,2

# Some entries already given with just Calpain2 inh, EP2 antag and Rad51 HR inh.
canonical_smiles | Calpain2 inh | EP2 antag | Rad51 HR inh
Cn1c(=O)cc(N2CCCCC2)[nH]c1=O | -15 | 9 | 4
O=C(CCN1C(=O)c2ccccc2C1=O)Nc1ccc(S(=O)(=O)NC2=NCCCCC2)cc1 | 19 | 11 | -2

# (more compounds)
SMILES,EP2 antag,EP2 mod,L929 necroptosis,Hck-Nef inh,14-3-3 Bad inh,Tb hexokinase,Calpain2 inh,eIF4E 4G PPI,Rad51 HR inh
Cc1ccc(C2C(C#N)=C(N)N(c3cccnc3)C3=C2C(=O)CCC3)s1 (stereo not given),11,23,11,16,-6,-6,-57,0,-4
CCCOc1cccc(C2C(C(=O)c3ccco3)=C(O)C(=O)N2CCN(CC)CC)c1 (stereo not given),4,0,-0.8,0,·,-17,12,·,-1
COC(=O)c1ccc(NC(=O)C(=O)N2CCN(C(=S)NCCc3ccccc3)CC2)cc1,13,-41,1.0,4,-3,34,26,3,-11
COc1ccc(/C=N/Nc2nc(=O)[nH]nc2C)cc1[N+](=O)[O-],6,2,1.7,1,-10[fluorescence artefact?],-10,-15,3,4
O=C(CSc1ncn[nH]1)Nc1ccccc1Sc1ccc(Cl)cc1,6,37,-0.1,17,5,4,12,-1,7
Nc1nc(Nc2ccccc2Cl)cc(=O)[nH]1,5,0,-0.1,28,-4,-11,-25,-2,-10
Cc1ccc(N=Nc2ccc(C)cc2NC(=O)Nc2ccccc2F)cc1,11,-33,0.9,5,-1,-27,3,2,5
Cc1ccc(-n2nnc(-c3nccn3C)n2)cc1,3,-8,0.2,-14,-9,-3,14,-1,-6
CC(C)(C)c1ccc(NC(=O)C(=O)C2C(=O)Nc3ccccc32)cc1 (stereo not given),2,-3,5.9,17,-24,-14,-90,0,1
O=C(NCc1ccco1)C(c1ccccc1)N(C(=O)Cc1cccs1)c1ccccc1 (stereo not given),15,59,-0.2,9,-5[fluorescence artefact?],1,-12,4,-6
C=CC[N+]1(CC#CCOC(c2ccccc2)c2ccccc2)CCOCC1,-1,5,1.4,1,-3[fluorescence artefact?],9,-19,2[fluorescence artefact?],0
Nc1cc(=O)n(Cc2ccccc2)c(=O)n1-c1ccc(Cl)cc1,9,-5,0.8,0,-4,0,-17,-2,·
COc1ccc(NC(=O)NC(C)c2ccncc2)cc1OC (stereo not given),6,41,-0.1,0,-7,3,-15,1,1
c1ccc(-n2c(Cc3cccnc3)nc3cnccc32)cc1,2,·,1.0,7,·,18,·,·,-5
CN(Cc1ccccc1)C(=O)COC(=O)c1ccccc1Nc1ccccc1,9,33,0.2,2,7,3,32,3[fluorescence artefact?],4
Cc1cc(NCCCn2ccnc2)n2nc(C)c(-c3ccccc3)c2n1,1,-18,2.4,0,0,-13,-14,4,8
NC(=O)C1CCN(C2CC(=O)N(c3ccc(F)c(Cl)c3)C2=O)CC1 (stereo not given),12,5,0.3,0,5,4,-43,3,-1
Cn1c(SCC(=O)O)nnc1-c1ccc(NC(=O)c2ccc(Cl)c(Cl)c2)cc1,7,25,-0.1,0,2,-8,-2,2,8
O=C(Nc1ccc2c(c1)CCC2)c1ccc(F)c(S(=O)(=O)N2CCOCC2)c1,15,-59,4.1,2,-10,21,-3,-5[fluorescence artefact?],-2
CC(=O)Oc1ccc2oc(=O)c3c(c2c1)CCCN3C(=O)CN1CCN(c2ncccn2)CC1,19,10,-0.2,2,2,-15,7,-2,·
CCn1cc(S(=O)(=O)Nc2ccccc2C(F)(F)F)cn1,-1,3,-0.1,-10,-8,-3,17,3,13
C/C(N)=C(/C#N)C(=O)CSc1nnc(COc2ccccc2Cl)o1,5,-7,-0.1,0,-8,-5,103*,1,2
CCc1cc(=O)oc2cc(C)cc(O)c12,23,30,0.4,4,-7,-13,-14,2,-2
Cc1cccc(C)c1NC(=O)C1c2ccccc2Oc2ccccc21,6,-6,0.1,1,10[fluorescence artefact?],-2,10,-6,0

# The final four records of the section above lead into the next.
SMILES,EP2 antag,EP2 mod,L929 necroptosis,Hck-Nef inh,14-3-3 Bad inh,Tb hexokinase,Calpain2 inh,eIF4E 4G PPI,Rad51 HR inh
CCn1cc(S(=O)(=O)Nc2ccccc2C(F)(F)F)cn1,-1,3,-0.1,-10,-8,-3,17,3,13
C/C(N)=C(/C#N)C(=O)CSc1nnc(COc2ccccc2Cl)o1,5,-7,-0.1,0,-8,-5,103*,1,2
CCc1cc(=O)oc2cc(C)cc(O)c12,23,30,0.4,4,-7,-13,-14,2,-2
Cc1cccc(C)c1NC(=O)C1c2ccccc2Oc2ccccc21,6,-6,0.1,1,10[fluorescence artefact?],-2,10,-6,0
CC(=O)c1cc2c(cc1NC(=O)c1cnc(C)cn1)OCO2,14,-5,0.5,-1,·,-3,-116,·,1
Cc1c(C)n(Cc2ccccc2)c2ccc(C(=O)OCCCN(C)C)cc12,10,-10,42,22,-4,-1,-31,9,18
Cn1nc(C(F)(F)F)c(-c2ccc(Br)cc2)c1NC(=O)CSCC(=O)O,9,27,-0.4,14,1,-6,-17,1,·
N#Cc1c(-c2cccs2)cc(-c2ccccn2)nc1N,8,-5,-0.2,13,-17[fluorescence artefact?],0,-322,-17,-5
Cc1ccccc1Nc1nc(N)nc(CSCC(=O)Nc2cccc(Br)c2)n1,12,-24,1.2,4,-17,32,9,-1,4
O=C(c1cc(COc2ccc(F)cc2Cl)on1)N1CCCC(c2ccccc2)C1 (stereo not given),5,-12,4.1,26,7,13,23,-1,1
CCCOP(=O)(OCCC)c1nc(-c2ccccc2)oc1NCc1ccccc1,15,94*,0.6,4,-4,-8,-51,3,·
Cc1cc(Oc2ccccc2)nc(SCC(=O)Nc2ccccc2)n1,7,8,0.0,0,1,-2,6,-1,-8
CSC(=NC#N)N1CCN(c2ccc([N+](=O)[O-])cc2)CC1,6,-41,0.6,17,-4,-13,6,-2,22
CN1c2ccccc2C(O)=C(C(=S)Nc2ccc(F)c(Cl)c2)S1(=O)=O,11,-9,0.6,3,·,-29,-32,·,-1
O=S(=O)(Nc1cc(Cl)ccn1)c1ccc(Cl)cc1,3,-5,0.9,-15,9,22,32,-1[fluorescence artefact?],1
O=C(Nc1ccc(N2CCCCC2)cc1)c1ccc(F)cc1F,8,-14,7.9,-6,0,-9,-18,9,-4
OC(CN1C2=NCCN2c2ccccc21)c1ccccc1 (stereo not given),-2,-6,0.1,2,4,5,-2,-3,-2
CCOc1ccc2ccccc2c1/C=N/NC(=O)CNC(=O)C(c1ccccc1)c1ccccc1,3,17,1.1,2,-1[fluorescence artefact?],-21,-55,3,-3
CCc1ccc(NC(=S)N2CCCC(C(F)(F)F)C2)cc1 (stereo not given),10,11,0.5,-3,-28,0,-22,-4,4
C(#CC1CCCC1)c1ccc2c(c1)COc1c3ccccc3nn1-2,1,7,1.1,26,-1,-15,2,-5,5
CCCCn1c(SCC(N)=O)nnc1-c1cc(OC)c(OC)c(OC)c1,8,15,-0.2,-1,-7,5,13,2,-1
c1ccc(C(Cc2nc(-c3ccncc3)no2)c2ccccc2)cc1,·,38,0.0,11,-14,5,18,1,·
O=C(Nc1ccccc1C(=O)N1CCNCC1)c1ccco1,8,-4,-0.1,-1,-4,-2,17,2,-1
O=C(CN1CC(=O)Oc2ccccc21)NCc1ccco1,3,1,0.1,2,-11,13,-22,6,·
C/C(CC(=O)Nc1ccc(C)c(Cl)c1)=N\NC(=O)Cc1ccccc1,1,-6,0.5,3,-9,9,-1,14[fluorescence artefact?],-35
CCOc1cc(/C=C\[N+](=O)[O-])ccc1OCC(=O)N1CCOCC1,20,-74,-0.2,3,0,-16,-4,-2,-1
Cc1nnc(OCC(=O)NCCC2=CCCCC2)c2ccccc12,3,10,0.4,1,6[fluorescence artefact?],-5,-5,2,0
Cc1[nH]c2ccccc2c1C(=O)CSc1nc2ccccc2[nH]1,·,-41,0.6,1,·,5,42,·,5
COc1ccc(NS(=O)(=O)c2ccc(NC(=S)NC(=O)C(C)C)cc2)cc1,20,-79,1.7,0,-4[fluorescence artefact?],2,2,-8,-6
O=C(c1cc2nc(-c3ccco3)cc(C(F)(F)F)n2n1)N1CCN(c2ccc(F)cc2)CC1,18,6,4.0,2,-6,-31,-225,-13,0
Cc1ccc(C(C#N)c2ccc3c(C(F)(F)F)cc(C(F)(F)F)nc3n2)cc1 (stereo not given),13,-3,1.2,1,8[fluorescence artefact?],-3,55*,1[fluorescence artefact?],·
CC1(C)Cc2c(sc3c2c(N)nc(=S)n3Cc2ccc(Br)cc2)CO1,10,16,0.7,17,-5,-13,-3,-10,18
CC(=O)c1ccc(N2CCN(c3ccc(S(=O)(=O)NCCN(C)C)cc3[N+](=O)[O-])CC2)cc1,7,-3,-0.6,45,7,-62,4,-8,·
O=C(Nc1ccc2nc3ccccc3nc2c1)c1ccccc1,20,-15,0.8,2,4,5,-63,-5,-2
CCc1ccc(CNC(=O)C2CCCN(c3nc4ccccc4o3)C2)cc1 (stereo not given),3,-10,0.6,-20,8,4,3,2,-1
O=C(O)Cc1coc2cc3c(cc12)CCC3,3,14,-0.6,14,-3,8,29,1,-5
CN(C)S(=O)(=O)c1ccc(C(=O)NCc2ccccn2)cc1,4,23,2.8,23,-22,3,-2,-1,-11
CCN(CC)S(=O)(=O)c1cc(C(=O)OCC(=O)c2ccc3c(c2)NC(=O)CO3)ccc1F,17,0,0.5,1,-11,3,-28,10,-6
CCOC(=O)Nc1cc2c(cc1C(C)=O)OCO2,5,4,0.5,0,-4,-3,-188,-9,0
CCOC(=O)c1cccc(N2C(=O)c3ccccc3S2(=O)=O)c1,·,21,-0.1,3,4,-2,-2,3,·
O=C(COC(=O)c1ccc(Cl)c([N+](=O)[O-])c1)Nc1ccccc1OC(F)F,11,-20,-0.5,3,-2,37,17,-6,-1
N#Cc1ccccc1OCCN1C(=O)c2ccccc2C1=O,13,4,0.3,16,10,4,5,4,8

# Screening results deposited in PubChem by several laboratories.
